Screening results (PubChem BioAssay)
SW480 rereplic – induces DNA re-replication in SW480 colon adenocarcinoma cells. SW480 DNA re-replication, Hoechst DNA content imaging, 48 h. Potency, µM (doses to about 46.1 µM), for inactives: at the highest dose re-replication activation, hits mostly activators. 340,000 tested, 1.8% active. AID 624297; note: potency is the fitted concentration of half-maximal effect; % of control where 0% means no effect; nearly all actives have a fitted effect of over 55% in size
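SW480 cells exposed to compounds for 48 hr at 37 C, 5% CO2, then Hoechst-stained 40 min. Nuclear DNA content imaged by fluorescence scanning (405 nm excitation, 500-530 nm emission); re-replication scored as increased high-intensity nuclei.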
HT1080 IDH1KD tx – kills HT-1080 cells with IDH1 knockdown; HT-1080 IDH1 knockdown viability, ATP luminescence, 48 h; Potency, µM (highest dose often 46.1 µM), for inactives: at the top dose activity, negative = toxicity, hits mostly cytotoxic; 360,000 tested, 2% active;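 note: potency is the fitted concentration of half-maximal effect; 0% = DMSO wells and -100% = cell-free medium wells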
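% activity derives from luminescence (CellTiter-Glo), normalised to DMSO and no-cell wells. HT-1080-IDH1KD cells, 750/well, had 48 h compound exposure at 37 °C.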
HT1080NT lethal – kills 2HG-producing HT-1080-NT fibrosarcoma cells | HT-1080-NT fibrosarcoma viability, CellTiter-Glo ATP luminescence, 48 h | Potency, µM (doses to about 46.1 µM), without a hit: at the highest dose activity, negative = less viability, hits mostly cytotoxic | 360,000 tested, 1.6% active;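 note: NT is the 2HG producing partner of a matched IDH1 knockdown line; potency is the fitted concentration of half-maximal effect; 0% = DMSO-treated cells and -100% = media-only wells without cells; nearly all actives have a fitted effect of over 55% in size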
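750 cells/well, RPMI + 5% FBS; 2 h settle, compound pin-transfer, 48 h at 37 degrees C. CellTiter-Glo 10 min RT, luminescence. Normalized to DMSO and media-only wells.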
ATXN2 expr inh – inhibitors of ATXN2 expression; HEK-293 ATXN2-luciferase reporter, luminescence, 24 h; AID 1745845; Potency, µM (top dose mostly 57 µM), inactives show at the highest dose activity change, negative = inhibition, most hits filed as inhibitors; 360,000 tested, 0.72% active; note: potency is the fitted concentration of half-maximal effect; % is set by controls: 0 for no effect and ±100 for the full control effect; nearly all actives have a fitted effect of over 55% in size
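qHTS (up to 57 uM final) was run with 24 h compound exposure of reporter cells at 37 °C. Each well was multiplexed: SteadyGlo luminescence measured ATXN2-luciferase expression after a fluorogenic Gly-Phe-AFC viability readout (25 uM final).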
WRN helicase inh – blocks human WRN helicase; Q14191; 360,000 tested, 0.46% active; Potency, µM (titrated, usually from 114 µM), for inactives: at the highest dose activity change, negative = inhibition, most hits filed as inhibitors; WRN helicase unwinding, fluorescent forked duplex, kinetic; AID 651768; note: potency is the fitted concentration of half-maximal effect; % is set by controls: 0 for no effect and ±100 for the full control effect; nearly all actives have a fitted effect of over 55% in size
Target sequence (Q14191 whole entry, looked up): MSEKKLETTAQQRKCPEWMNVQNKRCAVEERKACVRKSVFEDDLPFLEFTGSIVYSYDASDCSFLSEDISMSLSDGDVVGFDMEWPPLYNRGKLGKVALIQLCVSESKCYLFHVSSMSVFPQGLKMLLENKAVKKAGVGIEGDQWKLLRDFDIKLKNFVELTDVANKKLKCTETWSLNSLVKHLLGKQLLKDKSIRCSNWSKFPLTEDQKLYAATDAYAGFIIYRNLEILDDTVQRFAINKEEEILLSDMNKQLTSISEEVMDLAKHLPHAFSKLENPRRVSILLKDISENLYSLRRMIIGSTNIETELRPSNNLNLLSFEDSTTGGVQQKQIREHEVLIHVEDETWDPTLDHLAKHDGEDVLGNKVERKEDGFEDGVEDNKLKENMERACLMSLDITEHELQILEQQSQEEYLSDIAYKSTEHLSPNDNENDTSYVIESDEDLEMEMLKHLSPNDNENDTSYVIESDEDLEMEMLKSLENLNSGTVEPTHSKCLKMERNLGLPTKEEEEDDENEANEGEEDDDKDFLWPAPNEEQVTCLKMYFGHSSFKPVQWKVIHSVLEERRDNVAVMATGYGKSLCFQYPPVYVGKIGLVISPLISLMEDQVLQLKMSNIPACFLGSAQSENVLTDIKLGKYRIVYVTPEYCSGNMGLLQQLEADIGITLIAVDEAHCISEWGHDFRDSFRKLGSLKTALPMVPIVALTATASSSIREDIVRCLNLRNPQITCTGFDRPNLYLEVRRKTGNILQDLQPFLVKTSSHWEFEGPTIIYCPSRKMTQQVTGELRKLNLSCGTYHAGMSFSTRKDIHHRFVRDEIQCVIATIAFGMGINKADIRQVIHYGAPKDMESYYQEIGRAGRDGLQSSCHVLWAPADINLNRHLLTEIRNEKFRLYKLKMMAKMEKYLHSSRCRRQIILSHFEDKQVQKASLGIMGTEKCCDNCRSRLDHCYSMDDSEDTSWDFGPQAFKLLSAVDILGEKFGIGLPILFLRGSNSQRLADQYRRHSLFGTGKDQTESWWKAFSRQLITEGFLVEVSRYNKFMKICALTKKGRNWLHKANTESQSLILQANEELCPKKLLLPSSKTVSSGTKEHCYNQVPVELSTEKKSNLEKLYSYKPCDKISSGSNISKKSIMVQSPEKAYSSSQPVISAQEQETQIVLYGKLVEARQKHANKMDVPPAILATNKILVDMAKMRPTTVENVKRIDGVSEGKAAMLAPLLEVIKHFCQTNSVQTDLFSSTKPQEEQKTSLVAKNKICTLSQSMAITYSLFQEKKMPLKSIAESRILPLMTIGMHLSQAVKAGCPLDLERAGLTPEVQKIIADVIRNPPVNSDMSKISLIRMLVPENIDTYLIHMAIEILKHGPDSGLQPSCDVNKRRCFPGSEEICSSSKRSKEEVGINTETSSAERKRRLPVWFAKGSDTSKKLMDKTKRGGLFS
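Kinetic fluorescence helicase assay: unwinding of a quenched forked DNA duplex (100 nM final) with 2 mM ATP final raises red fluorescence (525/598 nm). Compounds sat 15 min at room temperature with 20 nM WRN beforehand.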
MCF10A rerep – inducers of DNA re-replication in MCF 10A breast cells. MCF 10A DNA re-replication, Hoechst nuclear intensity, 48 h. 350,000 tested, 2.9% active. Potency, µM (top dose mostly 46.1 µM), without a hit: at the top dose activity, positive = re-replication, actives largely listed as activators; note: potency is the fitted concentration of half-maximal effect; % of control where 0% means no effect; nearly all actives have a fitted effect of over 50% in size
IL1B secr inh – inflammasome signaling inhibition, IL-1 beta readout; activity change, % at 57.5 µM; THP-1 LPS/ATP IL-1B secretion, AlphaLISA, 16 h; active compounds read low; 360,000 tested, 4.7% active; AID 743279; in the data active = activity change below about -50%; inconclusive = mostly about -30% to -49%; note: % is set by controls: 0 for no effect and ±100 for the full control effect
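Secreted IL-1B measured by AlphaLISA bead assay after 16 h compound exposure of THP-1 cells; compounds (final up to 57.5 uM) added 1 h before LPS (250 ng/mL) and ATP (1.25 mM) stimulation; lower signal means less secretion.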
KB-V1 cytotox – KB-V1 MDR subline cytotoxicity. KB-V1 MDR cells viability, CellTiter-Glo, 72 h. Potency, µM (series often up to 46.1 µM), without a hit: top-dose activity change, negative = cytotoxicity, usual class: cytotoxic. 400,000 tested, 3.4% active; note: potency is the fitted concentration of half-maximal effect; % is set by controls: 0 for no effect and ±100 for the full control effect; nearly all actives have a fitted effect of over 60% in size
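Potencies derive from concentration-effect curves fitted to normalized luminescence (CellTiter-Glo) of KB-V1 cells treated for 72 h at 37 degrees C in phenol-red-free DMEM containing 10% FBS.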
KB-3-1 tox – kills parental KB-3-1 adenocarcinoma cells. 400,000 tested, 1.4% active. AID 1347075. KB-3-1 viability, CellTiter-Glo ATP luminescence, 72 h. Potency, µM (top dose mostly 46.1 µM), inactives show top-dose activity change, negative = cytotoxic, usual class: cytotoxic; note: potency is the fitted concentration of half-maximal effect; % is set by controls: 0 for no effect and ±100 for the full control effect; nearly all actives have a fitted effect of over 60% in size
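Cytotoxicity measured as CellTiter-Glo luminescence after 72 h at 37 C. Compound titrations were pinned onto drug-naive KB-3-1 parental adenocarcinoma cells grown in DMEM with 10% FBS, and normalized data fitted to concentration-response curves.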
* = called active by the depositor; u = inconclusive; x = not tested or not shown; [ ] = another dose, or the depositor's remark. Unless noted, calls come from the whole dose curve; as a rule, active = well fitted curve in the direction sought with a large enough effect; inconclusive = small, poorly fitted or top-dose-only effect, or another doubt; inactive = no such curve, though single readings can be large; an effect the other way counts as inactive or inconclusive. Not a hit list. Share with any hit: about 12%.

Values run as follows: SW480 rereplic, MCF10A rerep, KB-3-1 tox, IL1B secr inh, WRN helicase inh, HT1080 IDH1KD tx, ATXN2 expr inh, HT1080NT lethal, KB-V1 cytotox
- CN1CCN(c2ccc([N+](=O)[O-])cc2/C=N/NC(=O)c2ccc(F)cc2)CC1
  7%, 7%, 0%, -13, -36%, -2%, -11%, -17%, 0%
- CCN(C(=O)CSc1nnc(-c2ccc3c(c2)OCO3)o1)C1CCS(=O)(=O)C1 (stereo unspecified)
  -4%, -4%, -4%, 7, 10%, 0%, -9%, 1%, u
- COc1ccccc1NC(=O)N1CCN(S(C)(=O)=O)CC1
  -3%, -2%, 14%, 13, 8%[57.1 µM], 10%, -5%, 16%, 4%
- Nc1ccc(-c2cc(N)n(-c3ccccc3)n2)cc1
  -1%, -3%, 2%, -5, 9%, 3%, 22%, 12%, 17%
- O=[N+]([O-])c1ccc(N2CCOCC2)c(S(=O)(=O)N2CCOCC2)c1
  16%, 21%, -7%, -7, -2%, 0%, 9%, -1%, -22%
- Cc1noc(C)c1C(c1ccccc1)c1ccccc1
  -2%, -3%, 2%, -11, -5%, 2%, 7%, 12%[9.24 µM], 9%
- CN(N=Cc1ccccc1O)c1ccc2ccccc2n1
  x, x, -13%, 29, 2%, -21%, x, -10%, -29%
- Cc1nn(Cc2ccccc2)c(C)c1C(=O)N1CCN(CC(=O)Nc2ccc(F)cc2)CC1
  -12%, -2%, -3%, 14, 0%, 0%, x, 12%, u
- CCCCCCCCCCCCN1[C@@H](CC(C)=O)c2cc(C(F)(F)F)ccc2S1(=O)=O
  -4%, 12%, 6%, 43, -12%, 14%, 16%, 2%, u
- CC(=O)c1ccc(N=c2scc(C)n2C(C)C)cc1
  -10%, -7%, -4%, -14, 7%, 15%, -12%, 14%, -11%
- Cc1cc(C=O)c(O)cc1O
  u, -66%[inhibitor], 0%, 28, -9%, 0%, 2%, 0%, 0%
- Cc1nc(-c2cccc(NC(=O)c3ccc(Cl)c(S(=O)(=O)N4CCCC4)c3)c2)cs1
  x, x, u, -15, -2%, -20%, x, -8%, u
- O=c1[nH]c2cccnc2n(CCNc2ncc(C(F)(F)F)cc2Cl)c1=O
  2%, 19%, -3%, 0, -2%, -17%, -2%, -5%, -14%
- Cc1ccc(C(=O)N2CCOCC2)c(F)c1F
  -2%, -6%, -2%, 18, -11%, -2%, x, -7%, -7%
- CN1C(=O)[C@@](O)(c2cn(C)c3ccccc23)c2ccccc21
  x, x, 14%, 20, 5%, 1%, x, -3%, -4%
- O=C(Nc1cccc(/C=C/c2ccccn2)c1)c1cc(Cl)ccn1
  -1%, 16%, 15%, 41, -9%, -6%, 17%, -4%, -28%
- CC(OC(=O)c1cccc(-n2cnnn2)c1)c1nc2ccccc2c(=O)[nH]1 (stereo unspecified)
  u, 25%, 22%, -11, -2%, -3%, -7%, -4%, 7%
- CC(Sc1nnc(N)s1)c1ccccc1Cl (stereo unspecified)
  -1%, -3%, -13%, 54, 3%, -2%, 9%, 0%, 8%
- O=C1c2ccccc2C(=O)N1c1cccnc1
  -1%, -2%, -7%, -1, -1%, 2%, -13%, 2%, -4%
- Cc1ccccc1NC(=O)C(=O)NCCCN1CCOCC1
  -2%, 13%, 12%, 2, 1%, 9%, 5%, 9%, 3%
- O=C(CSc1nc2nn(-c3ccccc3)c(=O)c-2c2n1CCCCC2)Nc1cccc(F)c1
  -12%, 6%, 0%, u, -2%, -11%, -11%, -16%, -1%
- CCOC(=O)C(CC)Sc1ncnc2nc[nH]c12 (stereo unspecified)
  -10%, 0%, 7%, 29, -7%, -3%, 2%, 1%, -6%
- Cc1noc(C)c1S(=O)(=O)Nc1ccc(C(=O)N2CCc3ccccc3C2)cc1
  -2%, -5%, 16%, 17, -1%, -6%, 2%, -5%, -12%
- C=C(C)C(=O)Nc1cccc(C2=NOC3(C2)C[C@@H](C(N)=O)N(C(=O)/C(C)=C/C)C3)c1 (stereo partly specified)
  -7%, -11%, u, 7, u, 13%, 5%, 17%, 0%
- NS(=O)(=O)c1ccc(NC(=O)c2ccc(COc3ccccc3)o2)cc1
  -2%, 5%, 0%, 22, 2%, 0%, 14%, 4%, 22%
- CN(c1ccccc1C(=O)Nc1cccc(Cl)c1Cl)S(C)(=O)=O
  2%, 0%, 2%, 0, 3%, -4%, -1%, -3%, 16µM*
- O=C(N(c1ccccc1)c1ccccc1)N(c1ccccc1)c1ccccc1
  u, u, 0%, -23, -10%, -29%, x, -2%, u
- CN(CC1CCN(CCc2cccc(C(F)(F)F)c2)CC1)C(=O)c1ccc(F)cc1
  4%, 10%, 9%, u, -7%, -5%, -12%, -2%, 16%
- NNC(=O)c1ccc(S(=O)(=O)N2CCc3ccccc32)cc1
  1%, 0%, 0%, 6, -7%, -12%, -11%, -6%, 0%
- COc1cc(=O)[nH]c(=O)n1CC(=O)c1ccccc1
  -1%, 1%, -13%, 0, -7%, 11%, -11%, 12%, 0%

Next structures follow:
Values run as follows: SW480 rereplic, MCF10A rerep, KB-3-1 tox, IL1B secr inh, WRN helicase inh, HT1080 IDH1KD tx, ATXN2 expr inh, HT1080NT lethal, KB-V1 cytotox
- CCCn1nnc(NC(=O)Cc2ccccc2)n1
  -4%, 0%, -3%, u, -13%, -2%, 8%, -1%, 18%
- CC1=CC(=C2N=C(c3ccccc3)OC2=O)C=C(C)O1
  -7%, 0%, 16%, -10, -3%, -4%, 24%, -4%, u
- Nc1ncccc1OCc1cccc(C(F)(F)F)c1
  7%, -10%, u, -51*, -23%, -7%, 2%, -6%, u
- CCn1c(SCC(=O)N/N=C/c2ccccc2OCC(=O)O)nnc1-c1ccc(C)cc1
  -2%, 1%, 17%, 8, -1%, -16%, -17%, -1%, 2%
- CCCc1n[nH]c(=S)n1Cc1ccco1
  -7%, -5%, 13%, 18, 4%, -1%, x, 0%, -8%
- O=C(CN(CCc1ccccc1)C(=O)c1csnn1)NCc1ccc(F)cc1
  -1%, 13%, -13%, -9, 1%, 5%, 12%, -2%, u
- COc1ccc(OC)c(-c2nc(C(=O)NC3CCN(Cc4ccccc4)CC3)cc3c2[nH]c2ccccc23)c1
  9%, u, 0%, -15, 7%, u, 7%, u, 12%
- FCCCOc1ccc(CN2CCN(c3ccccc3F)CC2)cc1
  -2%, 20%, 3%, 11, 12%, -1%, -7%, -3%, u
- O=C(NN1CCOCC1)c1cccc(Cl)c1
  10%, 8%, -3%, 15, -2%, 12%, 7%, 19%, u
- Nc1nc(Nc2cccc(F)c2)nc2ccccc12
  0%, 3%, -7%, -111*, 2%, u, 77%[activator], u, u
- COc1ccc(CCNC(=O)c2cc(=O)[nH]c3ccc(Br)cc23)cc1OC
  1%, 0%, -1%, 4, 0%, -9%, -9%, 8%, -1%
- Cc1ccc(-c2csc(C3C(N)=NC(S)=C(C#N)C34CCCCC4)n2)cc1 (stereo unspecified)
  -3%, 15%, u, u, 3%, 0%, 17%, -24%, 10%
- O=[N+]([O-])c1cccc(-c2cc(-c3cc(Br)ccc3O)[nH]n2)c1
  u, 14%, 21µM*, -89*, -29%, u, u, u, 21µM*
- COc1ccc(S(=O)(=O)NCCCCNS(=O)(=O)c2ccc(OC)cc2)cc1
  -5%, 4%, 16%, 32, -1%, -1%, -6%, 11%, -11%
- FC(F)(F)c1cccc(NC(=S)NCC(c2cccnc2)N2CCOCC2)c1 (stereo unspecified)
  1%, 4%, 0%, 3, 0%, -1%, 7%, 9%, -26%
- COc1ccc2[nH]c3c(=O)n4c(nc3c2c1)SCC4
  6%, -1%, 2%, -10, -10%, -19%, -1%, -17%, -8%
- CC1(C)N=C(c2ccccc2)C(c2ccccc2)=N1
  11%, 5%, 4%, -4, 17%, 4%, -4%, 0%, 3%
- O=C(Nc1ccc(C(=O)O)cc1)/C(=C\c1ccco1)NC(=O)c1ccc(Br)o1
  0%, -3%, 7%, 14, -16%, 1%, -2%, 2%, 4%
- CCOc1ccc(S(=O)(=O)Nc2ccc(C(=O)NCc3ccncc3)cc2)cc1
  -11%, 3%, -45%, -8, -4%, 1%, 2%, 8%, 9%
- CC(C)c1nnc(NC(=O)CCCCCN2C(=O)C3C4C=CC(C4)C3C2=O)s1 (stereo unspecified)
  -10%, 4%, -18%, 14, 3%, 4%, -2%, -1%, -3%
- Fc1cccc(/C=C2\CCCC3=C2NC(=S)NC3c2cccc(F)c2)c1 (stereo unspecified)
  -4%, 8%, -5%, -12, 1%, -9%, x, -18%, u
- COc1ccc(N(Cc2ccccc2)N=O)cc1
  -1%, -2%, 24%, -9, -2%, 25%, 16%, 14%, 25%
- Nc1cc(=O)[nH]c(SCc2nc3ccccc3n2Cc2ccccc2)n1
  u, 8%, 0%, 0, -7%, -8%, 12%, 7%, 8%
- Cc1cc(NC(=O)CSc2nnc(-c3ccccc3F)n2N)no1
  -4%, 0%, 18%, 5, -16%, 2%, 8%, 2%, 52%
- N#Cc1c(NCCN)nc(NCc2ccccc2)c2c1CCN(Cc1ccccc1)C2
  21µM*, u, -11%, u, -18%, -14%, 8%, -7%, 28%
- COc1ccc(OC)c(NC(=O)COC(=O)c2c(C)noc2C)c1
  1%, 9%, 29%, u, 3%, 3%, 6%, -2%[9.24 µM], 0%
